CHT allo act – allosterically activates the human high affinity choline transporter; B-score at 10 µM; Q9GZV3; AID 488977; CHT-expressing cells, membrane potential dye, choline EC20; hits give high values; LV-AA mutant CHT in HEK293 cells; 310,000 tested, 0.49% active;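 active = initial fluorescence not abnormally high and integrated response B-score, plate-corrected, over 3 SD above library mean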
Target sequence (Q9GZV3 whole entry, looked up): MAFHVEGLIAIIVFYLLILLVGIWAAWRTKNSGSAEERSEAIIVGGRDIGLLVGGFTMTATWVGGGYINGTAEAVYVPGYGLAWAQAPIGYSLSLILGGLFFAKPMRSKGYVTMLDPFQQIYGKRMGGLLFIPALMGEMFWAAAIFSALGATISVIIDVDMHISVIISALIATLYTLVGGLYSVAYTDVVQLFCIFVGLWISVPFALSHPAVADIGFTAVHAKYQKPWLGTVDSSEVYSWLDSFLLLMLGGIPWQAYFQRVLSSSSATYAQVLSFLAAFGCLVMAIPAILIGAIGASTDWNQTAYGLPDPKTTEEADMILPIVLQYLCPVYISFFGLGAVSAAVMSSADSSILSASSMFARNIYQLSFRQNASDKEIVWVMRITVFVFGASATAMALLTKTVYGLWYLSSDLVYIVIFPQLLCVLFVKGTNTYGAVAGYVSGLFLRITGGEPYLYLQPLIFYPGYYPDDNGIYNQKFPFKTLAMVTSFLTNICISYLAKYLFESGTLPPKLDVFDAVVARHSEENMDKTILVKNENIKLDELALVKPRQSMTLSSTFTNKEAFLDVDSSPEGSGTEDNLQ
OX1R antag-1 – antagonists of human orexin 1 receptor. AID 434989. inhibition, % at 5 µM. 330,000 tested, 0.43% active. O43613. CHO/OX1R cells, Fluo-8 calcium fluorescence, orexin A;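 active = inhibition above its plate's threshold, mean inhibition of all tested compounds on the plate plus 3 SD, cut at about 37% in these data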;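 note: 0% = orexin A challenge wells and 100% = SB-334867-A antagonist wells; not every result past the cut was called active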
Target sequence (O43613 whole entry, looked up): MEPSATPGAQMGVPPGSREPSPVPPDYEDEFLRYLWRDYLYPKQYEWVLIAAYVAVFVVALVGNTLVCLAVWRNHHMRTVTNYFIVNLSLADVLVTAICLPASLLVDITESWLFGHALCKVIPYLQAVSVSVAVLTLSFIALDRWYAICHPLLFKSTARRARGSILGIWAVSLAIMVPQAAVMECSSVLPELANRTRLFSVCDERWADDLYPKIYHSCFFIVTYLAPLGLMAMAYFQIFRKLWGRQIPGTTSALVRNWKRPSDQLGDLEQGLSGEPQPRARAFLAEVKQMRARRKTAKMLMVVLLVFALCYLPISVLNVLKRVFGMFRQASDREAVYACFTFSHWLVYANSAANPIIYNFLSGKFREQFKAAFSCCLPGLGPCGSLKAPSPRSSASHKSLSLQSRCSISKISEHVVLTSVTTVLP
OX1R antag-2 – OX1R (human) antagonism | O43613 | inhibition, % at 6.6 µM | AID 485270 | OX1R-expressing cells, FRET antagonist read-out | 330,000 tested, 1.8% active; in the data active = inhibition mostly above about 38%, no sharp cut-off; inactive = mostly below about 40%;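 note: 0% = agonist challenge alone and 100% = reference antagonist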
Starred values were filed as active, the others as inactive; i = inactive; / = not tested or not shown.

canonical_smiles	CHT allo act	OX1R antag-1	OX1R antag-2
COC(=O)C(Cc1ccc(O)cc1)NC(=O)C12CC3CC(CC(C3)C1)C2 (stereo unspecified)	i	4	9
CN(C)S(=O)(=O)N1CCN(C(=O)c2cccs2)CC1	i	-12	9
CCCCn1c(=O)c(CCC(=O)OCC(=O)NC(=O)NCCC(C)C)nc2ccccc21	i	-23	20
COc1ccc(OCc2cc(C(=O)NCC(C)Oc3cccnc3)no2)c(Cl)c1 (stereo unspecified)	i	-12	27
O=C(NC1CCCc2ccccc21)c1cncc(Br)c1 (stereo unspecified)	i	-20	33
N#CCCN(C(=O)COC(=O)c1ccc2ccccc2n1)c1ccccc1	/	-11	7
Cc1ccc(S(=O)(=O)CCc2nc3ccccc3s2)cc1C	i	-10	19
Nc1nn(S(=O)(=O)c2ccccc2)cc1-c1cccc([N+](=O)[O-])c1	i	0	17
CCC(=O)N1CCc2cc(Br)cc(S(=O)(=O)NCCCN(C)Cc3ccccc3)c21	i	-34	1
O=C(CNC(=O)C1CCCCC1)OC(C(=O)c1ccccc1)c1ccccc1 (stereo unspecified)	/	13	8
Cc1ccccc1OCC(=O)Nc1cccc(N(C)S(C)(=O)=O)c1	i	-13	24
Brc1cc2c(cc1CN1CCc3ccccc3C1)OCO2	i	-26	4
CC(=O)c1n[nH]nc1Nc1nc(C)cc(C)n1	i	11	8
CCc1cc[n+](/C(C(=S)Nc2cccc(C)c2)=C(/[O-])c2ccc(C)c([N+](=O)[O-])c2)cc1	i	-16	16
CCOc1cccc(CN2CCCC(C(=O)Nc3cccc(-n4cccn4)c3)C2)c1 (stereo unspecified)	i	-20	20
COc1cccc(C(Nc2ccccn2)c2c(NC(=O)c3ccco3)sc(C)c2C)c1 (stereo unspecified)	i	-27	23
Cc1cccn2c(=O)c3cc(C(=O)NCc4cccnc4)c(=N)n(CC4CCCO4)c3nc12 (stereo unspecified)	i	-19	70*
CCN(CC)S(=O)(=O)c1ccc(N2CCOCC2)c(NC(=O)c2cccc(C#N)c2)c1	i	-13	14
CC(C)CC(=O)Nc1ccc(-c2nc3ccccc3c(=O)o2)cc1	i	-2	-3
O=C(O)/C=C/C(=O)Nc1ccc(Cc2ccc(NC(=O)/C=C/C(=O)O)cc2)cc1	i	-17	11
COc1ccc(N2CC(C(=O)Nc3nnc(SCC(=O)N4CCOCC4)s3)CC2=O)cc1 (stereo unspecified)	i	-12	26
Cc1ccc(C)c(N2CCN(C(=S)Nc3ccc4nc(N5CCN(C)CC5)cc(C)c4c3)CC2)c1	i	-15	24
CCCCOC(=O)N1CCOCCOCCOCC1	i	5	-4
COc1ccc(-c2cc(CCCC(=O)NCCc3ccccc3)no2)cc1	i	-18	28
Cc1cc(NS(=O)(=O)c2ccc(N3C(=O)C4C5C=CC(C5)C4C3=O)cc2)nc(C)n1 (stereo unspecified)	i	-5	7
COc1cccc(-c2cc(C(=O)NCCCn3ccnc3)c3ccccc3n2)c1	i	-25	14
COc1ccc(OCCSc2ncccn2)cc1	i	-13	8
O=C(CNC(=O)c1nc[nH]c1C(=O)NCC(=O)OCc1ccccc1)OCc1ccccc1	i	-8	17
CC/C(CC(C)(C)c1ccccc1)=N\O	i	-11	15
CCN(C(=O)COc1ccc(F)cc1Br)c1c(N)n(Cc2ccccc2)c(=O)[nH]c1=O	/	-10	2

Some of the entries so far, with two lines to a compound.
Every second line gives: CHT allo act, OX1R antag-1, OX1R antag-2
- O=C(CNC(=O)c1nc[nH]c1C(=O)NCC(=O)OCc1ccccc1)OCc1ccccc1
    i, -8, 17
- COc1cccc(-c2cc(C(=O)NCCCn3ccnc3)c3ccccc3n2)c1
    i, -25, 14

Reprinted at random: 4 records from the list.
canonical_smiles	CHT allo act	OX1R antag-1	OX1R antag-2
COc1cccc(-c2cc(C(=O)NCCCn3ccnc3)c3ccccc3n2)c1	i	-25	14
CCN(C(=O)COc1ccc(F)cc1Br)c1c(N)n(Cc2ccccc2)c(=O)[nH]c1=O	/	-10	2
CCN(CC)S(=O)(=O)c1ccc(N2CCOCC2)c(NC(=O)c2cccc(C#N)c2)c1	i	-13	14
Cc1ccccc1OCC(=O)Nc1cccc(N(C)S(C)(=O)=O)c1	i	-13	24

OX1R antag-2, entries above that show a hit
compound	OX1R antag-1	OX1R antag-2
Cc1cccn2c(=O)c3cc(C(=O)NCc4cccnc4)c(=N)n(CC4CCCO4)c3nc12 (stereo unspecified)	-19	70*

(next part)
canonical_smiles	CHT allo act	OX1R antag-1	OX1R antag-2
CCOc1ccc(N(CC)C(=O)Cc2c(C(=O)O)n(C)c3ccccc23)cc1	i	-14	11
CCOc1ccc(N(CC(=O)N2CCN(Cc3ccccc3)CC2)S(C)(=O)=O)cc1	i	-38	-9
CCc1ccc(OCC(=O)NC(NC(=S)Nc2ccc(Cl)cc2)C(Cl)(Cl)Cl)cc1 (stereo unspecified)	i	-17	28
COC(=O)c1c(NC(=O)c2ccc(C)cc2)csc1C	i	-34	5
CCOc1ccc(C(c2c(C)n(C)n(-c3ccccc3)c2=O)c2c(C)n(C)n(-c3ccccc3)c2=O)c(O)c1	i	-23	7
O=C(O)c1ccc(CNCc2cccc(OCc3ccc(F)cc3)c2)cc1	i	-4	1
Cc1ccc(/C=N/NC(=O)Cn2cnc3ccccc32)o1	i	-14	21
COC(=O)c1scc(C)c1NC(=O)c1cccc(C#N)c1	i	-9	-1
Cc1ccc(C(=O)N2CCc3ccccc32)cc1NC(=O)c1ccco1	i	-8	4
COc1ccc(C(=O)N(Cc2ccco2)Cc2cc3cc(C)ccc3[nH]c2=O)cc1OC	i	-46	32
CCn1cc(C(=O)N2CCN(c3ccccn3)CC2)c2cc(OC)c(OC)cc2c1=O	i	-6	14
O=C(O)CS(=O)(=O)CC(=O)O	i	-5	1
CC(C)(C)S(=O)(=O)c1ccccc1-c1noc(-c2ccccc2)c1C(N)=O	i	-14	7
CC(C)Sc1sc(C(=O)O)c(-c2ccc(Cl)cc2)c1C#N	i	3	16
O=C(/C=C/c1ccccc1[N+](=O)[O-])OCC(=O)c1ccccc1	i	-5	19
Cc1ccccc1Cn1ccc(NC(=O)c2onc(C)c2Cl)n1	i	-21	19
CC(C)(C)c1ccc(C(=O)Cn2cnnc2C#N)cc1	i	-13	15
O=C(Oc1cncc(Cl)c1)c1ccco1	i	-2	3
COc1cccc(NC(=O)CN(C)C(=O)c2ccc3ccccc3c2)c1	i	-16	6
CCC(C)Sc1nnc(Cc2cc(=O)[nH]c(=O)[nH]2)n1-c1ccc(OC)cc1 (stereo unspecified)	i	-2	22
O=S(=O)(Nc1ccc(N2CCOCC2)cc1)c1ccc(F)cc1	i	7	32
O=C(COC(=O)CCc1nc2ccccc2s1)NC(=O)NCc1ccco1	i	-9	24
CCOC(=O)CSc1nc2ccc(NC(C)=O)cc2s1	i	-9	12
CS(=O)(=O)N1CCN(c2nc(-c3ccccc3)cs2)CC1	i	-17	19
O=C(CSC(=S)N1CCCCC1)Nc1ncc2c(n1)CCCC2=O	i	-19	17
CCC(=O)N1N=C(c2ccc(Cl)cc2)CC1c1ccco1 (stereo unspecified)	i	-21	12
CC(=O)c1ccccc1NC(=O)COC(=O)/C(=C/c1ccccc1)n1nnnc1C	i	-7	10
Cc1cc2ncn(N)c2cc1C	i	4	9
Cc1occc1C(=O)Nc1cccc2ccccc12	i	-19	16
CCN1C(=O)[C@H]2[C@H]3CN=C(SCc4ccc(Cl)cc4)N3[C@@](Cc3ccccc3)(C(=O)OC)[C@H]2C1=O	/	17	13
COc1ccc(C(C)=O)cc1CSc1nnc(-c2ccncc2)n1C	i	-22	6
CN1CCc2c(sc(NC(=O)c3ccc(S(=O)(=O)N4CCc5ccccc54)cc3)c2C(N)=O)C1	i	-1	23
COc1ccc(-n2c(=O)c3c4c(sc3n3c(=S)[nH]nc23)CCC4)cc1	i	1	16
COc1ccc(C(=O)OCC2CC(c3ccccc3)N(C)O2)cc1 (stereo unspecified)	i	-8	6
COc1ccccc1Nc1nn2c(=O)c3ccc(C(=O)N4CCCCC4)cc3nc2s1	i	-15	11
Cc1cccc(CC(Cc2nc3ccccc3[nH]2)c2nc3ccccc3[nH]2)c1 (stereo unspecified)	i	36	7
Cc1ccccc1-n1nc2c(c1NC(=O)c1cc3ccccc3o1)CS(=O)(=O)C2	i	-20	20
O=C(CCC(=O)Nc1ccccc1)NNC(=O)COc1ccccc1	i	5	-4
CCCc1[nH][nH]c(=O)c1C(c1ccc(Br)cc1)C(C#N)C#N (stereo unspecified)	i	-3	10
CCOC(=O)CN1C(=O)C(C)(C)Oc2ccc(C(=O)Nc3ccccc3OC)cc21	i	-19	20
CCC(=O)N1CCN(C(=O)c2ccccc2)CC1	i	-12	12
Cn1c(=O)c2ncn(CC(=O)Nc3cc(C(F)(F)F)ccc3N3CCOCC3)c2n(C)c1=O	i	-19	6
CN(C)C(=O)COc1ccc2ccc(=O)oc2c1	i	-40	26
Cc1ccc(S(=O)(=O)c2nc(S(=O)(=O)c3ccccc3)sc2N2CCN(C)CC2)cc1	i	-11	18
CCOC(=O)CC(NC(=O)c1cc2cc(Cl)cc(Cl)c2oc1=O)c1cccc([N+](=O)[O-])c1 (stereo unspecified)	i	-19	21
CC(=O)Nc1ccccc1OCC(O)CS(=O)(=O)c1ccc(C(F)(F)F)cn1 (stereo unspecified)	i	-23	-4
CC(C)(CNC(=O)C1CCCN1C(=O)c1cccs1)N1CCOCC1 (stereo unspecified)	i	-3	16
O=C(OCC(=O)c1ccc(Br)s1)c1ccc(O)cc1	/	-6	4
Cc1cccc(N2CCN(CCCNC(=O)C3CCCN(c4ncnc5c4nc4n5CCCCC4)C3)CC2C)c1 (stereo unspecified)	i	-23	23
COc1ccc(N2CCN(C(c3cccs3)C(C)NC(=O)C(=O)N3CCCC3)CC2)cc1 (stereo unspecified)	i	-30	21
O=c1c2cc(NC(=S)NC3CCN(Cc4ccccc4)CC3)ccc2nc2n1CCCCC2	i	-33	19
CCc1cc(=O)oc2c3c(cc(OCC(=O)NCc4ccco4)c12)OC(C)(C)CC3	i	-29	10
Cc1cc(Cl)c2oc(C(=O)NCCC3CCCCO3)c(C)c2c1 (stereo unspecified)	i	-35	17
O=S(=O)(N1CCOCC1)n1cnc2ccccc21	i	11	10
O=C(NCCN1C(=O)S/C(=C\c2ccc(F)cc2)C1=O)C1CCN(S(=O)(=O)c2cccs2)CC1	i	-2	25
S=C(NCCc1ccccn1)NC1CC2CCC1C2 (stereo unspecified)	i	-14	6
CC(=O)NC12CC3CC(C1)CC(C(=O)N(C)CC(=O)Nc1cccc(F)c1)(C3)C2	/	-2	3
Cc1ccc(OCc2cn3cccnc3n2)cc1	i	-8	13
CCC1(c2ccc(Cl)cc2)NC(=O)N(CC(=O)N2CCN(C(=O)c3ccco3)CC2)C1=O (stereo unspecified)	/	9	5
CCC1S/C(=N\S(=O)(=O)c2cccs2)N(C2CCCCC2)C1=O (stereo unspecified)	i	-3	30

Next section:
canonical_smiles	CHT allo act	OX1R antag-1	OX1R antag-2
Cc1ccc(CN(C(=O)COc2ccc([N+](=O)[O-])cc2)C2CCS(=O)(=O)C2)o1 (stereo unspecified)	i	0	2
O=C(Nc1ncc2c(n1)-c1ccccc1OC2)c1ccc(F)cc1	i	-19	27
Cc1ccc(O)c(CNc2ccccn2)c1	i	-9	35
COc1ccc(N/C=C/C(=O)c2ccccc2)cc1	i	-30	-5
Nc1ccc(-c2nnc(-c3ccccc3)o2)cc1	i	-9	13
COC(=O)c1cc(S(=O)(=O)Nc2nn(C)c3ccccc23)oc1C	i	-1	18
Cc1cc(CNC(=O)c2cccc([N+](=O)[O-])c2C)c2ccccc2n1	i	1	19
CC1CCCCC1NC(=O)COc1ncnc2sccc12 (stereo unspecified)	/	-11	4
COc1ccc2c(c1)CC/C(=C\c1ccc(C)o1)C2=O	i	-23	9
CCOc1ccc(NC(=O)CN2C(=O)S/C(=C/c3cccn3C)C2=O)cc1	i	-1	44
Cc1c(NC(=O)C2Cc3ccccc3CN2C(=O)c2ccco2)c(=O)n(-c2ccccc2)n1C (stereo unspecified)	i	-17	21
CCN1CCN(c2cc(C)c3cc(NC(=S)NCc4cccs4)ccc3n2)CC1	i	-13	6
Cc1ccc(N(CC(=O)NC(C)C)C(=O)CCC(=O)Nc2nccs2)cc1	i	-8	8
CCOc1ccc(N(C)S(=O)(=O)c2cc(-c3cc(C)no3)ccc2C(C)C)cc1	i	24	20
Cc1ccc(NC(=O)CSc2nnc(C)c(=O)[nH]2)cc1C	i	10	12
CCN(CC)c1ccc(CN(C(=O)c2cccs2)C2CCS(=O)(=O)C2)cc1 (stereo unspecified)	i	-25	17
Cn1c(O)c(C2=c3ccccc3=NC2=O)sc1=Nc1ccc(Cl)cc1	i	-27	9
CCCn1c(N)c(N(CCOC)C(=O)c2ccc(N(C)S(=O)(=O)c3ccc(C)cc3)cc2)c(=O)[nH]c1=O	i	-16	7
O=C(Nc1ccc(S(=O)(=O)N2CCCC2)cc1)C1CC(=O)N(CCc2ccc(F)cc2)C1 (stereo unspecified)	/	-6	-3
CC(C)NC(=O)CSc1nc(N)c(NC(=O)c2ccccc2F)c(=O)[nH]1	i	-7	16
O=C(CSc1ccc2nnc(-c3cccnc3)n2n1)Nc1ccccc1	i	-15	30

Screening data: PubChem, several laboratories
